PriA SSB inh: K. pneumoniae PriA-SSBct interaction inhibition | AlphaScreen SSBct-PriA binding, biotinylated peptide | inhibition, % at 33 µM | hit rate 0.6% among 430,000; in the data active means inhibition mostly above about 37%, no sharp cut-off; inactive means mostly below about 20%;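 further: plate controls were negative control peptide for no effect and reference peptide for full effect; strong numbers were not always called active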
3CLpro inhibitor: SARS-CoV 3CLpro protease inhibition | recombinant SARS-CoV 3CLpro, quenched FRET peptide cleavage | P0C6X7 | hit rate 0.14% among 290,000 | inhibition, % at 6 µM; in the data active means inhibition above about 12%
PrPC TRFRET: reduces human prion protein on the cell surface; P04156; hit rate 0.43% among 370,000; inhibition, % at 13.8 µM; cell surface PrPC, TR-FRET read-out; AID 720596; in the data active means inhibition above about 24%; further: 0% = median of the test wells and 100% = reference compound wells
TcdB inh: blocks C. difficile toxin B glycohydrolase activity; P18177; TcdB glycohydrolase enzymatic assay, plate reader; inhibition, % at 9.99 µM; hit rate 0.24% among 350,000; in the data active means inhibition above about 10%
Target sequence (P18177 whole entry, looked up): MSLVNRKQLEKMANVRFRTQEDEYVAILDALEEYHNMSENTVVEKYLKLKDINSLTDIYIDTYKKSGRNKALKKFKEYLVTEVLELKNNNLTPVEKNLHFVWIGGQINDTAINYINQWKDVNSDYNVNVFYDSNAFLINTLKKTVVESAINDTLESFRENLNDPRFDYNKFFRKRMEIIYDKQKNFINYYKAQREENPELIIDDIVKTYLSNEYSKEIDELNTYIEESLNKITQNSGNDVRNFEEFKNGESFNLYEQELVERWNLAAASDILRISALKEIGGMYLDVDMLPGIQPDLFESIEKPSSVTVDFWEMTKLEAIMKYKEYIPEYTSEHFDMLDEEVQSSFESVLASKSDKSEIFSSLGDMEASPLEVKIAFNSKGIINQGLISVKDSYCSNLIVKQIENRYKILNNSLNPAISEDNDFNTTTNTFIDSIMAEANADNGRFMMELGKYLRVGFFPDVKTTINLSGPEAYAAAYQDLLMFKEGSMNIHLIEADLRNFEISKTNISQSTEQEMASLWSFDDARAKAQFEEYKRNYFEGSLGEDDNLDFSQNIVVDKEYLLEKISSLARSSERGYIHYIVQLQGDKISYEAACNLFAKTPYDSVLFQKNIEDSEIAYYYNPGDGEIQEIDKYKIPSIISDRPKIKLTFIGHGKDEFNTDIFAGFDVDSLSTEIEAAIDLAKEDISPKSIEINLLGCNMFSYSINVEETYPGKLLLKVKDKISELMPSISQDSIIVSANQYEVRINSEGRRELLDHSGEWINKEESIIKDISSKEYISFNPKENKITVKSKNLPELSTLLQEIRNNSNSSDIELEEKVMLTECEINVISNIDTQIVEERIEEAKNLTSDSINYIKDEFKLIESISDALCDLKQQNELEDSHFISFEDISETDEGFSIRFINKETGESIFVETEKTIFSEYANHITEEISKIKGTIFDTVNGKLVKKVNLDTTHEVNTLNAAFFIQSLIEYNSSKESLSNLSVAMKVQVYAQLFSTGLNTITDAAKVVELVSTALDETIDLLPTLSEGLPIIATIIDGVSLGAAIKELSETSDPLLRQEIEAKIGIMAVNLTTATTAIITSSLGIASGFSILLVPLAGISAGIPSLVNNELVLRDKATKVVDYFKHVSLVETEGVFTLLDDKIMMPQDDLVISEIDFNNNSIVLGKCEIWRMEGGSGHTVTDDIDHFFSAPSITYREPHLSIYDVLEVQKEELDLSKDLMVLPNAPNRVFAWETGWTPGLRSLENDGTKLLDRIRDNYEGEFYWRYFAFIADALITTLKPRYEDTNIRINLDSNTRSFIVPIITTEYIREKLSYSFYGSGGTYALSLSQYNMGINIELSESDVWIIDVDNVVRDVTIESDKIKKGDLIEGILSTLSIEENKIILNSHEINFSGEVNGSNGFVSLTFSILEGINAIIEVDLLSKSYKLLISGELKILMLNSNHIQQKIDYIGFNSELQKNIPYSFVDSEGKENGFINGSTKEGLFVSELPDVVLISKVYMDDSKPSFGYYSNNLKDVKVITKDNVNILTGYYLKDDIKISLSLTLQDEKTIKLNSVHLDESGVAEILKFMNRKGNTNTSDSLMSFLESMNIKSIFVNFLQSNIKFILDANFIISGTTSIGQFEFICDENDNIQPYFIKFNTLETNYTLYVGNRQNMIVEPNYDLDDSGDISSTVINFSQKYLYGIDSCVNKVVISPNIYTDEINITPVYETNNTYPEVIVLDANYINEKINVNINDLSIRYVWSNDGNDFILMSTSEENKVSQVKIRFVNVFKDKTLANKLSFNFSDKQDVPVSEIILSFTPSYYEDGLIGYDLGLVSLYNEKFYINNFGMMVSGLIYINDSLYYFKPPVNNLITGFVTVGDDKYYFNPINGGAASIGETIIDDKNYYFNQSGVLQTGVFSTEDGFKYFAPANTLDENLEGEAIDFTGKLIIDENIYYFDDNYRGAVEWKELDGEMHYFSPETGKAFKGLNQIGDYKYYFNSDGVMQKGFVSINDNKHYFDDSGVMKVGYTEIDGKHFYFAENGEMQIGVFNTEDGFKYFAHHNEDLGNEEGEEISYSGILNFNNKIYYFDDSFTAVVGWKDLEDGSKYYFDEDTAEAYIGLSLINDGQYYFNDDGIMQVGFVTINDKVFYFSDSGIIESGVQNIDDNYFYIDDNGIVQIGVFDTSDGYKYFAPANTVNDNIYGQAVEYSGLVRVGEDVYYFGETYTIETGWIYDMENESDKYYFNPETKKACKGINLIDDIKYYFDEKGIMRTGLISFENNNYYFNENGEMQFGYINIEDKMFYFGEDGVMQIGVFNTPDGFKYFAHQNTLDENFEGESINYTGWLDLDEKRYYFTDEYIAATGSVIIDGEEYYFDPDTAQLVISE
BoNT A protease: inhibitors of Botulinum neurotoxin A light chain protease; hit rate 0.17% among 360,000; multiplex microsphere protease substrate cleavage, flow cytometry; AID 588499; inhibition, % at 10 µM; further: plate controls were buffer without enzyme for full effect and enzyme alone for no effect
PfHsp40 rescue: compounds rescuing yeast from Plasmodium falciparum HSP40 toxicity; hit rate 0.68% among 340,000; growth rescue, % at 12.5 µM; S. cerevisiae expressing PfHsp40, growth rescue, ATP luminescence; in the data active means growth rescue above about 28%, passing the limit was not always enough; inconclusive means no clear call, values can overlap the other calls;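 further: yeast W303a lacking pdr1 and pdr3 grown in galactose medium; growth measured after three days at 30 °C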
Yp Topo-I inh: inhibitors of Yersinia pestis topoisomerase I; hit rate 0.064% among 360,000; Y. pestis Topo-I cleavage product accumulation, plate reader; activity, % at 10 µM; AID 504884; in the data active means activity above about 50%, passing the limit was not always enough; inconclusive means no clear call, values can overlap the other calls; further: inactives centre near 2
Anthrax LF prot: anthrax lethal factor protease inhibition | P15917 | multiplex microsphere protease cleavage assay, LF | inhibition, % at 10 µM | hit rate 0.12% among 360,000 | AID 588501; further: plate controls were buffer without enzyme for full effect and enzyme alone for no effect
Vc quorum ag: induces V. cholerae light production without autoinducers; V. cholerae BH1578 lux reporter, luminescence, 6 h; activation, % at 18.7 µM; hit rate 0.16% among 350,000; AID 588436; in the data active means activation mostly above about 9.7%, no sharp cut-off; inconclusive means no clear call, values can overlap the other calls; inactive means mostly below about 3.7%; further: not every result past the cut was called active; inactives centre near 0; reference of the scale not given here
* marks the source's active call; other numbers are inactive results; i = inactive; u = inconclusive; x = not tested or not shown; & = joins results of further samples. Unless noted, no stated cut-off is given here; in the data, active means inhibition above about 30%; inconclusive means no clear call, values can overlap the other calls; inactive means below that. A portion of the library. The share of hits here may be higher or lower than overall.

Preview, 7 compounds:
SMILES	PriA SSB inh	3CLpro inhibitor	PrPC TRFRET	TcdB inh	BoNT A protease	PfHsp40 rescue	Yp Topo-I inh	Anthrax LF prot	Vc quorum ag
CC(OC(=O)c1cccc([N+](=O)[O-])c1)C(=O)N1CCc2ccccc21 (stereo not given)	5	x	5	-3.6	1.9	-0.5	0	2	-0.4
Cc1cc(C(=O)COc2ccc(C#N)cc2)c(C)n1C1CC1	-3	x	-3	1.5	-0.8	0.8	16	2	-1.8
CN(C)Cc1c(C#N)c2ccccc2n1C	-1	-1	-2	x	-0.4	0.3	3	-6	-0.3
CCC(C)NC(=O)Cn1cc2c(n1)CCC(C)C2 (stereo not given)	-1	-1	-3	0.5	-0.9	-0.9	-2	-4	16
O=C(NC(c1ccc(Cl)cc1)c1cnccn1)C1CCN(CCOc2ccc(F)cc2)CC1 (stereo not given)	x	x	-6	1.0	-0.2	x	12	-3	-0.4
CCCn1c(=O)c(C(=O)NNC(=O)c2cccc([N+](=O)[O-])c2)c(O)c2ccccc21	-2	3	-1	2.6	1.6	0.0	-1	-1	-7.7
O=C(CCl)N1CCN(CC(=O)N2CCCC2)CC1	1	4	-2	0.8	-1.0	-0.2	1	-3	0.6

Main list, repeating the preview:
SMILES	PriA SSB inh	3CLpro inhibitor	PrPC TRFRET	TcdB inh	BoNT A protease	PfHsp40 rescue	Yp Topo-I inh	Anthrax LF prot	Vc quorum ag
CC(OC(=O)c1cccc([N+](=O)[O-])c1)C(=O)N1CCc2ccccc21 (stereo not given)	5	x	5	-3.6	1.9	-0.5	0	2	-0.4
Cc1cc(C(=O)COc2ccc(C#N)cc2)c(C)n1C1CC1	-3	x	-3	1.5	-0.8	0.8	16	2	-1.8
CN(C)Cc1c(C#N)c2ccccc2n1C	-1	-1	-2	x	-0.4	0.3	3	-6	-0.3
CCC(C)NC(=O)Cn1cc2c(n1)CCC(C)C2 (stereo not given)	-1	-1	-3	0.5	-0.9	-0.9	-2	-4	16
O=C(NC(c1ccc(Cl)cc1)c1cnccn1)C1CCN(CCOc2ccc(F)cc2)CC1 (stereo not given)	x	x	-6	1.0	-0.2	x	12	-3	-0.4
CCCn1c(=O)c(C(=O)NNC(=O)c2cccc([N+](=O)[O-])c2)c(O)c2ccccc21	-2	3	-1	2.6	1.6	0.0	-1	-1	-7.7
O=C(CCl)N1CCN(CC(=O)N2CCCC2)CC1	1	4	-2	0.8	-1.0	-0.2	1	-3	0.6
COc1cccc(C(c2c(N)[nH]c(=S)[nH]c2=O)c2c(N)[nH]c(=S)[nH]c2=O)c1	2	4	5	1.3	0.8	0.1	4	-16	0.4
COc1ccc(/C=C/C(=O)Oc2cccc(/C=N/NC(=O)c3cccc(F)c3)c2)cc1	x	0	4	x	2.8	0.4	-4	-1	i
Nc1cc(N)nc(SCC(=O)NCc2ccco2)n1	2	3	1	0.0	0.5	-0.1	1	-5	-1.1
COc1cccc2sc(NNC(=O)C3=COCCO3)nc12	5&-10	3	-2	-0.9	-0.6	-1.2	-9	-5	-2.1
NS(=O)(=O)c1ccc(CCNC(=O)C2Cc3ccccc3CN2C(=O)c2ccco2)cc1 (stereo not given)	0	-4	-6	x	0.0	-1.0	-1	-2	i
COc1cccc(CNS(=O)(=O)c2cc3c4c(c2)CCC(=O)N4CCC3)c1	-8	x	4	1.6	2.9	-1.7	-4	0	i
O=S(=O)(NC1CCCC1)c1ccc(-n2cnnn2)cc1	-1	0	11	-3.3	-0.3	-0.3	0	-2	-0.2
O=c1c2ccccc2oc2ccccc12	x	x	10	0.1	-0.2	x	12	-1	-0.5
CCCNC(=O)NS(=O)(=O)c1cnccc1Sc1ccc(Cl)c(Cl)c1	-13	-4	-2	x	-0.4	-1.0	-4	1	0.5
Cc1cc(C)cc(NS(=O)(=O)c2ccc3[nH]c(=O)[nH]c3c2)c1	-10	1	-3	x	-0.3	-0.6	-7	0	i
Cc1ccc(S(=O)(=O)N2CCN(C(=O)c3cc(S(=O)(=O)N4CCOCC4)ccc3Cl)CC2)c(C)c1	-3	x	12	1.0	-0.8	-0.5	35	-4	i
COc1cc(OC)cc(C2=Cc3ccccc3C(CC(=O)c3ccco3)N2c2ccc(-c3ccc(C(N)=O)cc3)cc2)c1 (stereo not given)	x	x	-24	-0.4	2.6	x	x	-3	x
Cc1nc(-c2ccccc2)sc1C1(C)CC(c2ccc(OC(F)(F)F)cc2)=NO1 (stereo not given)	-15	x	4	-3.8	-0.1	-0.8	-6	-2	i
COc1ccccc1C(=O)N/C(=C/c1ccco1)C(=O)Nc1ccc(C(=O)O)cc1	-1	4	-7	0.0	2.8	1.4	-7	1	-0.4
O=C(OC1CO[C@H]2O[C@@H]1[C@H](OC(=O)c1ccccc1)[C@H]2OC(=O)c1ccccc1)c1ccccc1 (stereo not given in full)	-14	x	1	0.4	-4.5	x	-3	-15	i
COc1ccccc1Nc1cc2cc(Br)ccc2c(=O)[nH]1	6	x	1	1.3	-0.1	-0.7	-2	8	i
CC(C)Nc1nc(Oc2cccc(Cl)c2Cl)cc(C(F)(F)F)n1	-15	-3	0	x	-0.1	-0.9	4	9	x
C=CC[C@H]1C(C(=O)OCC)=CC[C@@H](c2ccccc2)N1S(=O)(=O)c1ccc(C)cc1	x	x	5	0.5	-0.3	x	x	-10	x
C/C(=N\Nc1ccc2nncn2n1)c1ccc(Cl)s1	x	5	-4	1.7	-0.4	x	1	-4	i
Cc1ccc(C2CN=NC23CCc2ccccc2C3=O)cc1 (stereo not given)	-17	-2	0	x	-0.1	0.1	-5	0	-0.3
CCOC(=O)c1nn(-c2c(C)n(C)n(-c3ccccc3)c2=O)cc1O	9	3	-4	x	-0.6	-0.7	-2	-2	i
CC1(C)N=C2C(=[N+]1[O-])CCC/C2=N\O	x	5	1	x	-1.2	1.2	-5	0	-0.3
CCOc1ccccc1N1CCN(CC(O)COc2ccc3c(C)cc(=O)oc3c2)CC1 (stereo not given)	-14	2	-14	1.4	0.1	-0.9	16	-10	i
COc1ccc(NC(=O)c2nc(-n3nc(C)cc3C)ccc2Cl)cc1Cl	-7	8	5	1.3	-0.9	0.6	-8	0	i
O=C(NCN1CCCCC1)c1cnccn1	-2	-7	1	x	-0.6	0.5	5	-2	-0.1
COc1ccc(S(=O)(=O)N2CCN(c3cnccn3)CC2)cc1	3&3	x	1	-0.4	-0.1	0.8	2	3	42*
COc1ccc(NC(=O)CSc2n[nH]c(N)n2)c([N+](=O)[O-])c1	-5	-6	-7	-1.2	-0.5	-1.1	5	-1	-0.2
Cc1ccccc1-c1csc(C(O)c2ccc(F)cc2)n1 (stereo not given)	x	x	6	2.0	0.1	x	9	-5	0.3
Cc1cc(C)n2nc(CCc3ccccc3)nc2n1	0	-2	-2	x	0.5	1.0	7	0	i
C=C1CCC[C@]2(C)C[C@H]3OC(=O)C(CNC(C)CC)[C@H]3CC12 (stereo not given in full)	-19	-4	-3	2.0	-0.5	-1.1	-2	-4	i
COC(=O)Cn1c(N)[n+](Cc2ccccc2)c2ccccc21	-16	x	1	-7.3	0.1	1.0	-1	5	i
COc1cc(C(N)=O)cc(Cl)c1OCc1ccccc1	3	6	-2	2.3	0.2	1.8	5	-1	-0.2
O=C(NC(=S)Nc1ccc(CN2CCOCC2)cc1)c1ccc(-c2cccc(Cl)c2)o1	3	-1	-5	-0.7	0.1	-0.6	17	-6	-0.5

5 entries from above, with bars between the fields:
Compound | PriA SSB inh | 3CLpro inhibitor | PrPC TRFRET | TcdB inh | BoNT A protease | PfHsp40 rescue | Yp Topo-I inh | Anthrax LF prot | Vc quorum ag
COc1ccc(NC(=O)c2nc(-n3nc(C)cc3C)ccc2Cl)cc1Cl | -7 | 8 | 5 | 1.3 | -0.9 | 0.6 | -8 | 0 | i
O=C(NCN1CCCCC1)c1cnccn1 | -2 | -7 | 1 | x | -0.6 | 0.5 | 5 | -2 | -0.1
COc1ccc(S(=O)(=O)N2CCN(c3cnccn3)CC2)cc1 | 3&3 | x | 1 | -0.4 | -0.1 | 0.8 | 2 | 3 | 42*
COc1ccc(NC(=O)CSc2n[nH]c(N)n2)c([N+](=O)[O-])c1 | -5 | -6 | -7 | -1.2 | -0.5 | -1.1 | 5 | -1 | -0.2
Cc1ccccc1-c1csc(C(O)c2ccc(F)cc2)n1 (stereo not given) | x | x | 6 | 2.0 | 0.1 | x | 9 | -5 | 0.3

The results go on:
SMILES	PriA SSB inh	3CLpro inhibitor	PrPC TRFRET	TcdB inh	BoNT A protease	PfHsp40 rescue	Yp Topo-I inh	Anthrax LF prot	Vc quorum ag
CC(C)COc1cccc(C(=O)NC(=S)Nc2cccc(NC(=O)c3ccccc3Cl)c2)c1	-9	-5	-3	x	-0.5	-1.6	9	0	-0.3
O=C(c1cccc(S(=O)(=O)N2CCc3ccccc32)c1)N1CCN(c2ccccn2)CC1	9	-4	9	2.9	0.7	1.8	7	-5	-0.3
CCOc1ccccc1N1CCN(C(=O)CCCN2C(=O)c3cccc4cccc(c34)C2=O)CC1	7	-1	-8	0.0	-0.5	-0.1	27	1	-0.3
COc1ccccc1Oc1coc2c(CN3CCN(C)CC3)c(O)ccc2c1=O	-5	-3	-2	x	0.3	-1.0	-5	-1	-0.6
O=C(NCC(c1ccco1)N1CCCCC1)c1ccc(OCc2ccccc2)cc1 (stereo not given)	-10	5	-5	1.3	0.6	-0.1	8	0	-0.3
O=C(OCC(=O)N1CCCCCC1)c1ccc[nH]c1=O	-2	x	-1	-0.5	-0.3	1.2	-2	2	i
CS(=O)(=O)n1nc(-c2ccccc2)nc1N	-16	2	9	x	-1.3	1.5	4	-4	i
COc1ccc(C(CC(=O)Nc2ccccn2)N2Cc3ccccc3C2=O)cc1OC (stereo not given)	-1	-3	-2	-11	-1.9	0.3	-1	0	i
O=C(Cn1cc(C(=O)c2ccco2)c2ccccc21)NC1CC1	2	-4	0	-0.2	-1.2	1.2	-10	0	-0.6
COc1ccccc1NC(=O)CCc1nnc2ccc(N3CCC4(CC3)OCCO4)nn12	-16	-7	-4	0.3	-1.5	-0.6	-3	-4	i
CCOCCCNC(=S)N(CCCN(C)C)Cc1cc2cc3c(cc2[nH]c1=O)OCCO3	-17	0	-9	-1.1	4.6	-3.2	11	9	-0.3
CCOC(=O)C(=O)Nc1ccccc1C(=O)NC(C)C	3	-2	0	x	0.2	-0.4	-1	-1	-0.2
O=C(Nc1ccc(N2CCOCC2)cc1)C1CC(=O)N(c2ccccc2)C1 (stereo not given)	-1	2	2	-0.4	0.7	-1.2	0	-1	i
O=C(CN1CCCCCC1)Nc1nc2ccccc2s1	-21	x	-4	-0.2	0.6	0.2	-18	-7	-0.4
CC(C)c1cccc(C(C)C)c1NC(=O)CNCc1ccccc1F	-5	1	21	1.5	0.7	-0.7	13	1	-0.3
COc1cc(C2c3cc4c(cc3OC(C)(N3CCCC3)C2C)OCO4)cc(OC)c1OC (stereo not given)	6	x	15	0.4	-0.1	-2.5	1	-10	i
O=C(c1cccc(Br)c1)N1CCN(c2ccc(N3CCOCC3)nn2)CC1	-4	x	-2	2.8	2.3	-1.2	9	u	-0.1
CC(=O)NC1c2ccccc2C(=O)N1Cc1ccccc1 (stereo not given)	-14	0	12	-11	-2.4	-0.7	8	0	i
COc1cc(C(CC(=O)N2CCCC2)c2c(OC)cc(OC)c3c(-c4ccccc4)cc(=O)oc23)cc(OC)c1OC (stereo not given)	7	x	6	0.8	0.2	-0.2	3	4	i
COC1=CC(C)C2CC3OC(=O)CC4C(C)=C(OC)C(=O)C(C2(C)C1=O)C34C (stereo not given)	x	x	7	0.0	0.9	x	-3	-2	-0.3
C[C@H](CO)N1C[C@H](C)[C@H](CN(C)C(=O)Nc2ccc(C(F)(F)F)cc2)OCc2cnnn2CCCC1=O	x	x	1	-0.1&2.0	-0.5	x	0	0	-1.1
COc1cc(SC)ccc1C(=O)NCCOc1ccc(Cl)cc1	-8	6	3	-0.4	-0.3	4.8	42	-1	-0.2
CCC(=O)OCCNc1cc(Sc2nc3ccccc3[nH]2)c2nonc2c1[N+](=O)[O-]	-5	-2	-30	x	1.8	0.6	-11	0	-0.1

Source: PubChem (several laboratories)
